HIV peptide binding = inhibitors of HIV fusion peptide binding, primary screen, biochemical, uHTS, fluorescence dequenching (AID 1986). 290,000 compounds, 0.3% hits. inhibition, % at 20 µM; hits with a dose series show IC50 in µM. cell-free peptide binding, fluorescence dequenching, 30 min; higher % means a stronger effect; in the data active = inhibition mostly above about 52%, no sharp cut-off; inactive = mostly below about 76%; note: some results filed as inactive read as strong as hits
AID2073 = disruptors of CaV2.2 binding to Mint1 – biochemical, HTRF (AID 2073); HTRF protein-protein interaction, Mint1-CaV2.2; higher % means a stronger effect; inhibition, % at 20 µM, or IC50 in µM where a hit was titrated; 290,000 compounds, 0.19% hits; in the data active = inhibition mostly above about 51%, no sharp cut-off; note: some results filed as inactive read as strong as hits
XIAP displacement = XIAP antagonists, biochemical, IAP family, fluorescence polarization (AID 1018); XIAP BIR domain, fluorescence polarization peptide displacement; higher % means a stronger effect; displacement, % at 20 µM, or IC50 in µM where a hit was titrated; 200,000 compounds, 0.007% hits; in the data active = displacement above about 50%; note: a part of the inactive calls stands beside numbers as strong as those of hits
LYP phosphatase = PTPN22 lymphoid phosphatase activity blockers – biochemical, fluorescence intensity, uHTS (AID 1779); recombinant LYP phosphatase, fluorescence intensity; higher % means a stronger effect; inhibition, % at 11.5 µM, or IC50 in µM where a hit was titrated; 290,000 compounds, 0.054% hits;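 note: plate controls were vehicle with enzyme for no effect and no enzyme for full effect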
HEK293 NOD2/NF-kB = NOD2 signaling inhibitors, cell-based, luminescence, uHTS, HEK293 (AID 1566) | inhibition, % at 4 µM; hits with a dose series show EC50 in µM | HEK293 NOD2/NF-kB luciferase reporter, luminescence; higher % means a stronger effect | 290,000 compounds, 0.63% hits; note: many of its hits are not listed in these tables
Myeloid diff 2 = myeloid differentiation induction; AID 624256; calls only at 10 µM; ER-HoxA9 myeloid progenitors, lysozyme-GFP differentiation, flow cytometry; 360,000 compounds, 1% hits;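 active = normalized GFP-positive differentiation at or above the plate's own cutoff, the solvent-only control mean plus 3 SD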;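 note: cells exposed to compound for four days before flow analysis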
SIAH1 antagonists = Siah-1 peptide-binding antagonists, primary screen, biochemical, fluorescence polarization, rhodamine-plectin, uHTS (AID 1817) | Siah-1 / rhodamine-plectin peptide fluorescence polarization; higher % means a stronger effect | displacement, % at 20 µM; hits with a dose series show IC50 in µM | 290,000 compounds, 0.02% hits;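 active = displacement of at least 50% at 20 µM, with a fluorescence ratio check between 0.3 and a set limit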;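 note: plate controls were Siah plus tracer with DMSO for no effect and tracer alone without Siah for full effect; strong numbers were not always called active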
Dengue-2 NS5 capping = flavivirus cap methylation enzyme inhibition – biochemical, confirmation dose response, primary screen (AID 588689) | Dengue-2 NS5 methyltransferase capping enzyme assay, biochemical; higher % means a stronger effect | inhibition, % at 25 µM, or IC50 in µM where a hit was titrated | 340,000 compounds, 0.3% hits; in the data active = a potency from the dose series
Lipid droplet = modulators of hepatic lipid droplet formation; inhibition, % at 6.5 µM; AML12 mouse hepatocytes, oleate lipid droplets, BODIPY imaging; 240,000 compounds, 0.4% hits;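 active = lipid droplet intensity inhibited by at least 50%, with more than 500 cells counted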
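Material – mouse AML12 hepatocyte cell line, fixed after treatment · Compound dosing – one dose, 6.5 µM compound · Times – compound with oleate, overnight · Measured by – Image-based BODIPY and DAPI two-channel analysis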
Lipid droplet cells 6.5 µM = further read-out of Lipid droplet, marked with its call; cell count; measured here: cell count, cytotoxicity flag;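 cells counted across two imaged fields per well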
Dengue-2 NS5 capping pilot replicate = second read-out of Dengue-2 NS5 capping, no call of its own (marks repeat the call); inhibition, %; measured here: pilot screen replicate inhibition
Myeloid diff 2 GFP+ MAC1+ % = second read-out of Myeloid diff 2, no call of its own (marks repeat the call); GFP+ MAC1+ double positive, %; measured here: differentiation confirmed by MAC1 staining
Active calls of the source: *; i = inactive; nt = no result given. Cut-off read from the data, not from the text of the source, unless noted: active = inhibition above about 50%; inactive = the rest.

SMILES	HIV peptide binding	AID2073	XIAP displacement	LYP phosphatase	HEK293 NOD2/NF-kB	Myeloid diff 2	Myeloid diff 2 GFP+ MAC1+ %	SIAH1 antagonists	Dengue-2 NS5 capping	Lipid droplet	Lipid droplet cells 6.5 µM	others
O=C1SC(Cc2ccccc2)C(=O)N1c1ccccc1 (centres undefined)	1.1%	15%	nt	-6%	12%	i	0.4	-1%	nt	1	684
COc1ccc(NS(=O)(=O)c2ccc(-c3n[nH]c(=S)n3Cc3ccccc3)cc2)cc1	1.7%	-21%	nt	-4%	21%	i	0.3	12%	-6%	23	694
CCCCOC(=O)Nc1ccccc1C(=O)OC	-2.2%	-8%	-1.5%	-8%	9%	i	0.5	0%	3%	nt	nt
O=C(NNc1nc2c(F)cccc2s1)C1COc2ccccc2O1 (centres undefined)	-2.5%	-8%	-10%	0%	8%	i	0.4	-6%	-5%	-10	645
COC(=O)C1=C(N)Oc2cc(C)[nH]c(=O)c2C1c1ccc(Cl)cc1 (centres undefined)	-2.5%	-13%	nt	-4%	13%	i	0.0	-2%	-10%	16	764
O=C(COC(=O)[C@H](Cc1c[nH]c2ccccc12)NC(=O)c1ccc(Cl)cc1)Nc1ccc2c(c1)OCO2	-0.3%	2%	-8.6%	2%	12%	i	3.0	3%	-3%	8	734	Dengue-2 NS5 capping pilot replicate=2.7
Cc1occc1C(=O)NC1CCCc2ccccc21 (centres undefined)	1.2%	4%	-6.3%	-5%	-31%	i	4.6	-2%	-6%	7	587
COc1ccc(/C=C/C(=O)c2ccoc2)cc1	-2.8%	-1%	-2.9%	-4%	-7%	i	0.7	2%	-17%	nt	nt
CS(=O)(=O)c1ccc(NC(=O)CN2C(=O)C3CCCCC3C2=O)cc1 (centres undefined)	0.7%	5%	nt	-7%	7%	i	0.7	2%	4%	-2	622
CSc1nnc(NC(=O)c2ccc(C)c(S(=O)(=O)N3CCOCC3)c2)s1	1.7%	6%	-6.5%	-7%	-48%	i	1.5	3%	4%	-1	750
CCN1CCN(C(=O)c2ccc3c(c2)N(Cc2ccc(F)cc2)C(=O)c2ccccc2S3=O)CC1 (centres undefined)	3.1%	8%	-4.7%	-10%	0%	i	1.2	2%	-8%	-6	755
O=C(NNS(=O)(=O)c1ccc(Cl)cc1)NC1CCCCC1	-2.4%	3%	-1.0%	-8%	16%	i	0.9	4%	-7%	nt	nt
CCn1cc(C(=O)N[C@@H](C)C(=O)NCCCN2CCOCC2)c(=O)c2cc3c(cc21)OCO3	0.3%	2%	nt	2%	-1%	i	4.4	-2%	-3%	-17	574
O=C(N/N=C/c1cccc(Oc2ccccc2)c1)c1ccncc1	-2.0%	12%	0.6%	2%	7%	nt	nt	-9%	-5%	27	688
COc1ccc(N2CCN(CCCNC(=O)C3CCC(CNc4nc(=S)[nH]c5ccccc45)CC3)CC2)cc1 (centres undefined)	-0.7%	-22%	-3.6%	-6%	16%	i	0.4	-5%	-6%	19	747
N#CCCn1nc(-c2ccccc2)c2ccccc2c1=O	-0.8%	-4%	nt	-9%	0%	i	0.9	12%	-2%	-6	792
COc1ccc(C(NC(C)=O)c2nccc3cc(OC)c(OC)cc23)cc1OC (centres undefined)	1.3%	-6%	nt	-7%	0%	i	0.7	8%	5%	0	784
CC(C)(C)c1ccc(S(=O)(=O)N2CCCC2C(=O)NC2=NCCS2)cc1 (centres undefined)	15%	3%	-1.7%	0%	8%	i	1.9	3%	6%	nt	nt
COc1cccc(CNC(=O)CCCCCn2c(=S)[nH]c3ccc(N4CCOCC4)cc3c2=O)c1	14%	30%	-18%	2%	19%	nt	nt	23%	nt	-10	697
COc1ccc(C(=O)NN2CC(O)=C(c3nc4ccccc4n3C)C2=N)cc1OC	0.7%	-3%	-34%	-5%	7%	i	0.5	4%	4%	23	717
COc1cc(C(=O)NCC(=O)OCC(=O)c2cccc3ccccc23)cc(OC)c1OC	9.2%	45%	nt	-5%	-8%	i	0.7	0%	-6%	0	812
Cc1cc(C)n(CC2CC(=O)N(c3cc(Cl)cc(Cl)c3)C2=O)n1 (centres undefined)	-2.0%	0%	-4.6%	-2%	8%	i	0.2	0%	-7%	-11	669
CC(C)(C)c1ccc(OCC(=O)OCCNC(=O)c2cccnc2)cc1	-0.8%	12%	-1.9%	-2%	-7%	i	0.6	2%	0%	-2	721
Cc1ccc(-c2n[nH]c(=S)n2/N=C/c2ccc(C(=O)O)cc2)cc1	2.7%	-1%	nt	1%	-3%	i	0.2	4%	-1%	nt	nt
CCN(CC)S(=O)(=O)c1ccc(C(=O)OC2CCCCC2CN(C)C)cc1 (centres undefined)	1.9%	-13%	-3.5%	-12%	12%	i	5.0	0%	0%	nt	nt
O=C(Nc1ccc(S(=O)(=O)N2CCCCC2)cc1)C1CCCO1 (centres undefined)	-1.1%	-11%	nt	-2%	15%	i	5.1	2%	3%	5	832
CC(NC(=S)NCCCN1CCOCC1)C12CC3CC(CC(C3)C1)C2 (centres undefined)	1.5%	-11%	-2.6%	-11%	24%	i	0.3	-2%	-1%	8	676
Cc1cccn2c(=O)c(/C=N/O)c(N3CCOCC3)nc12	2.0%	9%	-7.1%	-9%	6%	i	0.1	-1%	nt	-3	733
O=C(NCCc1c[nH]c2ccccc12)C(=O)c1c[nH]c2ccccc12	1.5%	14%	nt	-5%	-31%	i	0.0	12%	-3%	19	674
COCCN(C(=O)CSc1nncn1-c1ccccc1)c1c(N)n(Cc2ccccc2)c(=O)[nH]c1=O	0.3%	6%	-10%	-5%	13%	i	0.1	-3%	2%	2	629

For convenience, some entries already given:
SMILES	HIV peptide binding	AID2073	XIAP displacement	LYP phosphatase	HEK293 NOD2/NF-kB	Myeloid diff 2	Myeloid diff 2 GFP+ MAC1+ %	SIAH1 antagonists	Dengue-2 NS5 capping	Lipid droplet	Lipid droplet cells 6.5 µM	others
CC(NC(=S)NCCCN1CCOCC1)C12CC3CC(CC(C3)C1)C2 (centres undefined)	1.5%	-11%	-2.6%	-11%	24%	i	0.3	-2%	-1%	8	676
Cc1cccn2c(=O)c(/C=N/O)c(N3CCOCC3)nc12	2.0%	9%	-7.1%	-9%	6%	i	0.1	-1%	nt	-3	733
O=C(NCCc1c[nH]c2ccccc12)C(=O)c1c[nH]c2ccccc12	1.5%	14%	nt	-5%	-31%	i	0.0	12%	-3%	19	674
COCCN(C(=O)CSc1nncn1-c1ccccc1)c1c(N)n(Cc2ccccc2)c(=O)[nH]c1=O	0.3%	6%	-10%	-5%	13%	i	0.1	-3%	2%	2	629

(list continues)
SMILES	HIV peptide binding	AID2073	XIAP displacement	LYP phosphatase	HEK293 NOD2/NF-kB	Myeloid diff 2	Myeloid diff 2 GFP+ MAC1+ %	SIAH1 antagonists	Dengue-2 NS5 capping	Lipid droplet	Lipid droplet cells 6.5 µM	others
Cc1ccc(C(=O)CCC(=O)Nc2ccc(Cl)c(S(=O)(=O)Nc3cccc(Cl)c3)c2)cc1	0.8%	2%	-2.4%	0%	12%	i	0.4	-1%	-2%	-14	671
O=C(NCc1ccccn1)C(F)(F)C(F)(F)C(=O)NCc1ccccn1	0.6%	9%	-3.4%	-4%	-14%	i	0.5	0%	-3%	1	739
O=C(CCCOc1ccccc1)N1CCCCC1	1.1%	4%	-0.8%	-1%	-36%	i	0.5	2%	7%	nt	nt
CCN(CC)S(=O)(=O)c1ccc(N2C(=O)CC2(/C=C/c2ccccc2)C(=O)NC2CCCC2)cc1 (centres undefined)	1.6%	7%	-4.7%	-3%	-7%	i	2.3	3%	3%	63*	610*
CCOc1ccc(C(C)(N)C(=O)O)cc1 (centres undefined)	-1.6%	0%	-3.5%	-9%	-3%	i	2.0	3%	5%	22	558
O=[N+]([O-])c1cccc2c3c([nH]c12)CCCC3	1.8%	3%	nt	-6%	21%	i	0.4	9%	-3%	9	784
CCN(CC)S(=O)(=O)c1ccc(Oc2ccccc2)cc1	0.3%	10%	0.1%	2%	-20%	i	4.8	0%	2%	-14	723
COc1ccc(NC(=O)NNC(=O)C(C)Oc2ccc(C(C)C)cc2)c(OC)c1 (centres undefined)	-1.5%	-12%	nt	-5%	-1%	i	1.8	0%	-5%	6	659
COc1cc(C2NC(=O)NC(c3ccccc3)=C2C(C)=O)c(Br)c(Br)c1O (centres undefined)	-2.0%	0%	nt	-3%	0%	i	1.2	15%	4%	0	809	Dengue-2 NS5 capping pilot replicate=1.5
O=C(N/N=C/c1ccccc1[N+](=O)[O-])C(=O)N1CCCC1	-1.0%	-3%	-2.8%	4%	-17%	i	0.4	4%	-5%	1	755
CCOc1ccc(S(=O)(=O)NCc2ccccn2)cc1	-1.5%	1%	-21%	-1%	-2%	i	3.0	2%	-1%	-2	801
Cn1nc(-c2ccc(Cl)cc2)cc1NC(=O)CCCC(=O)O	-0.3%	13%	nt	-1%	6%	i	0.3	1%	nt	-6	681
Cc1ccc(C(=O)N2C3C=CC(C3)C2(C(F)(F)F)C(F)(F)F)cc1 (centres undefined)	-1.2%	4%	-6.0%	4%	7%	i	0.6	0%	11%	nt	nt
O=C(CSc1ccc(Cl)cc1)Nc1ccccc1Oc1ccccc1	-0.1%	4%	0.1%	-3%	-11%	i	0.2	3%	0%	12	625
Cc1ccc(C2Nc3ccc4ccccc4c3C3=C2C(=O)CC(C)(C)C3)o1 (centres undefined)	0.8%	19%	-1.3%	-4%	-12%	i	1.5	-1%	-5%	-7	763
Cc1cc(C)c2c(c1)/C(=N/NC(=O)c1ccc(O)cc1)CCC2	-2.3%	1%	-5.1%	0%	5%	i	0.3	-1%	-9%	2	706
Cc1ccc(S(=O)(=O)NC2CC2)cc1[N+](=O)[O-]	0.3%	1%	nt	-7%	10%	i	0.3	1%	-2%	10	818
Cc1ccc(NC(=S)N(Cc2ccco2)C2CCN(C(C)C)CC2)cc1	0.6%	-16%	-11%	1%	4%	i	0.5	0%	1%	-2	646
C=CCn1c(SCc2n[nH]c(=S)n2-c2ccccc2)nnc1-c1ccccc1	-2.1%	-31%	nt	-6%	2%	i	1.0	3%	5%	-6	720
CCCCN(C)CCNC(=O)c1c[nH]c2ccc(S(=O)(=O)N(CC)CC)cc2c1=O	2.7%	4%	-0.6%	-3%	4%	i	10	-1%	-8%	nt	nt
CC(=O)c1cnc(N(C)C)s1	-0.1%	-7%	-7.0%	-5%	5%	i	0.0	3%	-10%	-4	757
CCN1C(=S)N[C@@H](CCc2ccccc2)[C@H](C(=O)OC)[C@H]1C	18%	5%	nt	-10%	9%	i	2.1	0%	-4%	-2	786
COc1ccc2oc(=Nc3ccccc3)c(-c3nc4ccccc4[nH]3)cc2c1	-3.1%	38%	-2.7%	-2%	-85%	i	0.4	1%	-6%	4	693

Screening data: PubChem BioAssay, several laboratories

Some of the compounds tested (hit frequency here may not be typical).
